# Screening results as filed in PubChem BioAssay.
# MT stabilize HCS = stabilizes microtubules in HeLa cells; actives 0.83% (n = 200,000); HeLa tubulin immunostaining HCS, 24 h; share of cells brighter than vehicle mean+2SD; % tubulin-high responders, % at 10 µM;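 active = plate Z-score above 3 for both tubulin-high and condensed-nucleus cell shares, with cell loss under 80%, at 10 µM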;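 note: anti alpha tubulin signal scored within the nucleus-defined area of each cell; some results filed as inactive read as strong as hits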
# WT yeast gro inh = growth inhibition of WT yeast, mitochondrial fusion screen; AID 1362; actives 2.1% (n = 190,000); inhibition, % at 10 µM; mitochondrial fusion phenotypic screen, WT strain; in the data active = inhibition above about 58%; tested in S. cerevisiae
# West Nile virus CPE = inhibition of WNV-induced cytopathic effect – cell-based, CPE readout (AID 1621). one-dose CPE inhibition, % at 10 µM; IC50 in µM for titrated hits. West Nile virus-infected cells, CPE inhibition; higher % means a stronger effect. actives 0.02% (n = 290,000); in the data active = a potency from the dose series; note: strong numbers were not always called active
# Autophagy HCS = modulators of autophagy. MEF GFP-LC3 puncta imaging; test concentration mostly 10 µM. calls only at 10 µM (by protocol). actives 0.98% (n = 190,000);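 active = percentage of spot-positive cells more than 3 SD above its plate mean, without a fluorescence outlier flag or 80% toxicity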;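 note: spot-positive cell cutoff set from DMSO-treated cells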
# Hep lipid drop = hepatic lipid droplet formation modulation; AML12 mouse hepatocytes, oleate lipid droplets, BODIPY imaging; inhibition, % at 6.5 µM; actives 0.4% (n = 240,000); AID 1656;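 active = lipid droplet intensity inhibited by at least 50%, with more than 500 cells counted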
#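 Material: mouse AML12 hepatocyte cell line, fixed after treatment; Timing: compound with oleate, overnight; Technique: high-content imaging of BODIPY-stained droplets and DAPI nuclei; Probe or stimulus: oleate, 100 µM final; Dosing: compound at 6.5 µM only.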
# T cell HTS = T cell immune modulation candidate. 2C CD8+ T cell-vesicle binding, flow cytometry; stronger effect = lower value. calls only at 7 µM. actives 0.068% (n = 330,000). AID 2052;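 active = response, share of CD8 T cells binding vesicles, and their 90th percentile fluorescence all below set limits, cut at about 80% in these data, passing the limit was not always enough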
#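 Benchmarks: naked versus QL9-loaded vesicles / Assay system: purified 2C TCR transgenic mouse naive CD8+ T cells / Technique: high-throughput flow cytometry with anti-B7-1 and anti-CD8 staining / Timing: Cell–vesicle co-incubation 1.5 h at 37 °C, staining 20 min on ice / Read-out: percent CD8+ FL2 mean versus row control / Probe or stimulus: QL9-loaded Drosophila micro-vesicles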
# Insulin prom up = MIN6 insulin promoter up-regulation; MIN6 insulin promoter-GFP reporter, high-content imaging; stronger effect = higher value; z-score at 5 µM; actives 0.3% (n = 190,000);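 active = z-score above 3 at 5 µM with at least 500 cells counted in the well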
# b-catenin transl = modulators of beta-catenin nuclear translocation | nuclear translocation activity, % at 5 µM | HeLa beta-catenin nuclear translocation, immunofluorescence imaging | AID 1665 | actives 0.3% (n = 190,000);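 active = nuclear translocation activity above 50% at 5 µM, with a well cell count of 50 or more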;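 note: per-cell ratio of nuclear to cytoplasmic median beta-catenin stain intensity; plate controls were DMSO negative control for no effect and GSK-3 inhibitor IX positive control for full effect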
#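 test system = HeLa cells, endogenous beta-catenin | dosing = single 5 µM dose plus 0.02–20 µM confirmation series | times = compound treatment 24 h, 37°C, 5% CO2 | technique = beta-catenin immunofluorescence imaging with DAPI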
# Myeloid diff MLP = promotes myeloid progenitor differentiation | calls only at 10 µM | ER-HoxA9 myeloid progenitors, lysozyme-GFP differentiation, flow cytometry | actives 1% (n = 360,000);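 active = normalized GFP-positive differentiation at or above the plate's own cutoff, the solvent-only control mean plus 3 SD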;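 note: cells exposed to compound for four days before flow analysis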
# WT yeast gro inh mutant strain = recorded beside WT yeast gro inh, whose call it bears; inhibition, %; mitochondrial fusion phenotypic screen, mutant strain inhibition
# Insulin prom up cell count = also measured in Insulin prom up; calls as there; cell count; measured here: cytotoxicity, nuclei count;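 total cells summed across four imaged fields per well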
# Hep lipid drop cells 6.5 µM = second read-out of Hep lipid drop, no call of its own (marks repeat the call); cell count; measured here: cell count, cytotoxicity flag;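 cells counted across two imaged fields per well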
# b-catenin transl cell count 5 µM = also measured in b-catenin transl; calls as there; cell count; measured here: cell count, cytotoxicity flag
# T cell HTS vesicle-bound % = second read-out of T cell HTS, no call of its own (marks repeat the call); double positive events, %; measured here: CD8+ vesicle-bound cell fraction;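 binding gate set so that unloaded-vesicle control wells show 10% double positive cells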
# MT stabilize HCS Hoechst-high % = recorded beside MT stabilize HCS, whose call it bears; % Hoechst-high responders; measured here: nuclear condensation Hoechst responders;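 share of cells brighter than vehicle mean plus two SD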
# MT stabilize HCS cytotoxicity % = second read-out of MT stabilize HCS, no call of its own (marks repeat the call); toxicity, %; measured here: cytotoxicity by cell density;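 0% = mean cell density of plate MIN control wells and 100% = no cells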
# Autophagy HCS cell loss 18 h = further read-out of Autophagy HCS, marked with its call; toxicity, %; measured here: cell loss, nuclei count;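 cell loss after 18 h compound exposure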
# Myeloid diff MLP GFP+ MAC1+ % = also measured in Myeloid diff MLP; calls as there; GFP+ MAC1+ double positive, %; measured here: differentiation confirmed by MAC1 staining
# Numbers without * were called inactive; i = inactive; / = not tested or not shown.
# Preview:
SMILES,MT stabilize HCS,MT stabilize HCS Hoechst-high %,MT stabilize HCS cytotoxicity %,WT yeast gro inh,WT yeast gro inh mutant strain,West Nile virus CPE,Autophagy HCS,Autophagy HCS cell loss 18 h,Hep lipid drop,Hep lipid drop cells 6.5 µM,T cell HTS,T cell HTS vesicle-bound %,Insulin prom up,Insulin prom up cell count,b-catenin transl,b-catenin transl cell count 5 µM,Myeloid diff MLP,Myeloid diff MLP GFP+ MAC1+ %
COc1cc(NC(=S)NCc2cccs2)cc(OC)c1,4.6,1.9,6.4,6,-2,-0.7%,i,10,-20,647,i,24,-0.34,1299,-0.4,1007,i,1.2
O=C1c2ccccc2C(=O)N1Cc1ccccc1F,/,/,/,/,/,0.2%,/,/,9,818,i,28,/,/,/,/,i,0.2

# The list itself, from the start:
SMILES,MT stabilize HCS,MT stabilize HCS Hoechst-high %,MT stabilize HCS cytotoxicity %,WT yeast gro inh,WT yeast gro inh mutant strain,West Nile virus CPE,Autophagy HCS,Autophagy HCS cell loss 18 h,Hep lipid drop,Hep lipid drop cells 6.5 µM,T cell HTS,T cell HTS vesicle-bound %,Insulin prom up,Insulin prom up cell count,b-catenin transl,b-catenin transl cell count 5 µM,Myeloid diff MLP,Myeloid diff MLP GFP+ MAC1+ %
COc1cc(NC(=S)NCc2cccs2)cc(OC)c1,4.6,1.9,6.4,6,-2,-0.7%,i,10,-20,647,i,24,-0.34,1299,-0.4,1007,i,1.2
O=C1c2ccccc2C(=O)N1Cc1ccccc1F,/,/,/,/,/,0.2%,/,/,9,818,i,28,/,/,/,/,i,0.2
O=C(NCC1OCCc2ccccc21)c1ccc(NC(=O)c2cccc(Br)c2)cc1 (stereo not drawn),4.0,3.7,3.6,-2,2,-0.3%,i,-7,6,677,i,38,-0.68,1419,1.1,1127,i,0.6
CCCn1c(=O)c2ccccc2n2c(=S)[nH]nc12,/,/,/,/,/,-0.2%,/,/,-9,834,i,18,/,/,/,/,i,0.2
O=c1c(C(c2ccc(Cl)cc2)c2c(O)nc3n(c2=O)CCCS3)c(O)nc2n1CCCS2,/,/,/,/,/,0.6%,/,/,-8,699,i,4,0.04,1083,0.6,1237,i,0.5
O=C(CCC1CCCN(c2ncccn2)C1)N1CCN(c2ccccn2)CC1 (stereo not drawn),/,/,/,/,/,0.1%,/,/,1,739,i,48,-0.1,1161,0.4,1361,i,0.2
COc1cccc(CCNC(=O)c2ccc(C#N)cc2)c1,3.8,1.6,7.2,1,2,-0.3%,i,4,-2,741,i,63,0.39,1393,-0.3,1160,i,0.6
NC(=O)c1cccc(NC(=O)Nc2ccc(Cl)cc2)c1,/,/,/,/,/,0.4%,/,/,0,815,i,68,/,/,/,/,i,0.6
O=C(CC1C(=O)NCCN1Cc1c(F)cccc1Cl)NCCCn1cccn1 (stereo not drawn),/,/,/,/,/,0.8%,/,/,-12,712,i,27,-0.35,989,0.1,1338,i,0.3
CN(C)S(=O)(=O)c1cccc(C(=O)NC2CCSc3ccccc32)c1 (stereo not drawn),/,/,/,/,/,0.2%,/,/,-18,688,i,66,/,/,/,/,i,1.2
CCc1cc(C(=O)N/N=C/c2c(C)[nH]c3ccccc23)cs1,5.0,4.1,3.1,20,-2,-0.9%,i,4,8,662,i,13,0.54,1077,7.5,449,i,0.2
COc1cccc(-n2nc(C(=O)NCC3CCCO3)c3ccccc3c2=O)c1 (stereo not drawn),/,/,/,/,/,-0.1%,/,/,3,748,i,38,/,/,/,/,i,0.7
CCCCCCCN1C2=NCCN2c2ccccc21,/,/,/,/,/,-1.4%,/,/,-2,603,i,30,-0.82,1203,-1.2,1316,i,0.8
CCCc1cc(=O)oc2cc3occ(C)c3cc12,4.4,2.6,11,1,1,0.1%,i,5,1,740,i,44,0.59,833,0.6,1101,i,0.8
O=C(Nc1ccon1)c1ccccc1Cl,3.4,2.9,4.5,-20,0,0.4%,i,0,0,721,i,42,1.6,1314,-2.1,1193,i,0.7
Cc1c(NC(=O)Nc2ccc3c(c2)OCO3)c(=O)n(-c2ccccc2)n1C,2.8,2.2,46,-2,-3,0.2%,i,-3,1,687,i,37,-0.79,1411,-1.9,1090,i,5.7
CC(C)C(=O)Nc1cccc(C(=O)Nc2cc([N+](=O)[O-])ccc2F)c1,8.2,0.7,6.8,9,3,0.2%,i,-8,24,669,i,51,-0.5,1627,-2.7,1094,i,0.2
CC(Oc1ccccc1)c1ccnn1S(=O)(=O)c1ccccc1 (stereo not drawn),1.6,1.2,5.3,10,20,0.1%,i,21,/,/,i,31,-0.2,1445,-1.4,1335,i,0.6
O=C(NCc1n[nH]c(=S)n1-c1ccc(Br)cc1)c1ccc(S(=O)(=O)N2CCCCC2)cc1,/,/,/,/,/,-0.1%,/,/,13,739,i,8,/,/,/,/,i,0.2
O=C(NCc1cccc(C(F)(F)F)c1)c1cc(Cl)ccc1Cl,2.4,2.0,2.5,-14,6,-1.6%,i,4,-22,738,i,63,0.83,1305,-1.3,571,i,0.3
CN=C(Nc1ccc(C)c(C)c1)SC1CC(=O)N(c2ccc(OC)cc2)C1=O (stereo not drawn),2.8,1.9,3.8,18,-11,-1.7%,i,19,-29,727,i,38,-0.08,1512,-0.3,1519,i,0.2
COc1cccc(C(C(=O)NC(C)(C)C)N(Cc2ccc(C)cc2)C(=O)CCC(=O)Nc2cc(C)on2)c1OC (stereo not drawn),/,/,/,/,/,-0.1%,/,/,19,747,i,31,/,/,/,/,i,0.4
Cn1c(SCc2ccc(F)cc2)nnc1-c1cnccn1,/,/,/,/,/,0.8%,/,/,19,766,i,5,0.1,1085,-0.2,1335,i,0.2
CCN1CCN(c2cc3c(cc2F)c(=O)c(C(=O)O)cn3C2CC2)CC1,2.7,2.0,6.8,6,-14,0.1%,i,12,1,734,i,24,/,/,-1.8,556,i,2.7
O=Cc1cccn1-c1c(C(=O)O)cnn1-c1ccccc1,1.1,2.4,0.8,-4,7,0.2%,i,-4,13,698,i,3,1.2,1185,1.8,957,i,0.3

# (list continues)
SMILES,MT stabilize HCS,MT stabilize HCS Hoechst-high %,MT stabilize HCS cytotoxicity %,WT yeast gro inh,WT yeast gro inh mutant strain,West Nile virus CPE,Autophagy HCS,Autophagy HCS cell loss 18 h,Hep lipid drop,Hep lipid drop cells 6.5 µM,T cell HTS,T cell HTS vesicle-bound %,Insulin prom up,Insulin prom up cell count,b-catenin transl,b-catenin transl cell count 5 µM,Myeloid diff MLP,Myeloid diff MLP GFP+ MAC1+ %
Cc1ccc(N2CCN(C(=O)c3cc(C(=O)c4ccccc4C)c[nH]3)CC2)c(C)c1,5.3,2.9,0.5,58,26,-0.7%,i,-29,-6,715,i,36,-1.9,1190,-0.6,1488,i,0.3
CCc1nnc(NC(=O)c2n[nH]c(=O)c3ccccc23)s1,/,/,/,/,/,0.2%,/,/,-5,656,i,46,-0.38,1064,-0.5,1366,i,0.5
COc1ccc(-c2csc(NC(=O)c3cccc(S(=O)(=O)N4CCN(C)CC4)c3)n2)cc1,3.0,2.0,2.3,18,2,-0.1%,i,1,/,/,i,31,-1.8,764,0.3,1472,i,0.8
Cc1ccc(C(=O)N2CCn3c(C)ccc3C2C)cc1 (stereo not drawn),2.5,2.6,9.8,7,-6,0.1%,i,-1,10,745,i,32,/,/,0.8,1122,i,0.1
CCc1nc2c(nnn2Cc2ccc(F)cc2)c(=O)[nH]1,1.8,1.1,6.5,-16,-8,-0.3%,i,22,0,797,i,39,1.2,883,/,/,i,0.7
COc1ccc(CCNC(=O)c2nonc2N)cc1,3.3,2.7,7.6,-3,-10,-0.2%,i,-1,-2,742,i,18,/,/,-2.8,1115,i,0.3
CCN(CC)S(=O)(=O)c1cccc(-c2nnc(SCC(=O)c3ccc(Cl)s3)n2C)c1,2.2,3.1,9.9,/,/,-0.6%,i,6,/,/,i,38,-1.9,916,-1.6,979,i,0.6
CCc1ccc(OCC(=O)Nc2ncc3c(n2)CC(C)(C)CC3=O)cc1,2.7,3.3,9.5,1,-3,-0.1%,i,4,0,802,i,43,0.05,1241,-5.6,1237,i,7.5
O=C1NC(=S)N(c2cccc(Cl)c2)C12CCCCC2,2.8,1.9,6.5,13,4,-0.5%,i,7,-4,632,i,45,-0.02,1430,-1.2,973,i,0.5
COc1cc(-c2n[nH]c(=O)o2)cc(OC)c1OC,2.0,1.5,4.2,4,2,0.0%,i,-6,-4,717,i,34,/,/,-1.4,1070,i,0.4
Cc1[nH]c(=O)c(S(=O)(=O)c2ccccc2)c(C)c1Cl,/,/,/,/,/,0.6%,/,/,4,828,i,24,/,/,/,/,i,0.6
Cc1ccc(C(=O)Nc2ccc(S(=O)(=O)N3CCCC3)cc2)s1,3.3,3.7,5.1,-6,5,-0.7%,i,4,-8,685,i,33,0.03,1140,4.3,938,i,0.1
COc1ccc(C(=O)CSc2ccc(-c3ccco3)nn2)cc1,5.1,2.0,6.0,-14,-9,-0.3%,i,-2,14,638,i,44,-0.09,1467,0.9,1109,i,1.3
CN(C)S(=O)(=O)c1ccc(Cl)c(C(=O)Nc2nc3ccccc3[nH]2)c1,1.8,1.4,2.7,-4,0,0.0%,i,-1,21,685,i,50,-0.21,1179,-0.9,1158,i,0.7
COc1ccccc1CNC(=O)CCc1cn(C)c2ccccc12,/,/,/,/,/,-0.3%,/,/,-8,796,i,48,/,/,/,/,i,0.5
Cc1cc(-c2n[nH]c(=S)n2-c2ccc(F)cc2)nn1C,3.3,2.0,10,-38,-10,1.2%,i,-12,-3,729,i,57,0.43,1513,0.0,1538,i,0.2
COC(=O)c1ccc(NC(=O)N2CCCC(C(=O)c3ccccc3OC)C2)cc1 (stereo not drawn),1.8,1.1,4.9,-4,-6,-1.4%,i,8,10,674,i,34,-0.53,1535,0.6,956,i,0.0
CCCSc1nsc(NC(=O)c2cccnc2OCC)n1,2.3,2.3,12,23,-7,0.1%,i,16,0,668,i,59,-0.87,1159,1.9,1066,i,0.6
